HKDC1 inh – HKDC1 hexokinase inhibitors, primary screen, biochemical, fluorescence, uHTS | recombinant HKDC1, G6PDH/diaphorase resazurin coupled fluorescence | inhibition, % at 20 µM | hit rate 0.16% among 340,000;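 active = inhibition above about 35% when tested at 20 µM, limit read from the data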;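 also: plate controls were DMSO wells with enzyme for no effect and DMSO wells lacking enzyme for full effect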
Target sequence (Q2TB90 whole entry, looked up): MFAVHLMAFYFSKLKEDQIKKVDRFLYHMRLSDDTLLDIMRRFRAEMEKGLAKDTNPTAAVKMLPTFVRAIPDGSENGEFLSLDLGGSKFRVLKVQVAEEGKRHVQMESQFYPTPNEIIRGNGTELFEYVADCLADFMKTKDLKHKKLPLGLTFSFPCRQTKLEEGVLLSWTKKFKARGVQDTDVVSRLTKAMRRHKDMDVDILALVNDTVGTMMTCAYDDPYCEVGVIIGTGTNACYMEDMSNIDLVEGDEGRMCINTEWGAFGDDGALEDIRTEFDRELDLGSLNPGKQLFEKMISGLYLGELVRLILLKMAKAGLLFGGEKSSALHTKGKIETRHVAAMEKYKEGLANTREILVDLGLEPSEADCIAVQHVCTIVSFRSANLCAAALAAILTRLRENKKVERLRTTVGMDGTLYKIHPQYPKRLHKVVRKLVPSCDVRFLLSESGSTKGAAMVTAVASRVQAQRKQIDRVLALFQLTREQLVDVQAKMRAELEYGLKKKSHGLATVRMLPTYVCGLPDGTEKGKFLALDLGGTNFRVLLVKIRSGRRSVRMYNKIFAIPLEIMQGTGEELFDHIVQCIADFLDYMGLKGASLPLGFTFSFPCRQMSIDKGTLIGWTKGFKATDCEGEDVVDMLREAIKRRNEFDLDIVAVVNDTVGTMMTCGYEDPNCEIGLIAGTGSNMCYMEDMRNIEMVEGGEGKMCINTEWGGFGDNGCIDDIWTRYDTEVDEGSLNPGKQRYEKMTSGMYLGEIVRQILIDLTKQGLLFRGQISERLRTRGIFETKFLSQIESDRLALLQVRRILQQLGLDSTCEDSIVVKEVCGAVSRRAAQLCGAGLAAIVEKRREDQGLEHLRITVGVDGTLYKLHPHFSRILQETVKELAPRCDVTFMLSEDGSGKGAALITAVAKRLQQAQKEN
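Test system: recombinant HKDC1 (HK5) hexokinase enzyme, produced in-house / Doses: 20 µM test compound, 1% DMSO / Timing: 90 min, room temperature / Detection: G6PDH/diaphorase-coupled fluorescence, 1 mM NADP, 100 µM resazurin, 525/613 nm / Control set: DMSO wells with and without enzyme mix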
SENP7 block – SENP7 protease inhibitors, primary screen, biochemical, luminescence, uHTS. AID 434973, 2010. hit rate 1.5% among 330,000. recombinant SENP7, Z-RLRGG-aminoluciferin luminescence, 40 min. inhibition, % at 5 µM. Sentrin-specific protease 7 (Homo sapiens), Q9BQF6;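 active = inhibition above about 50% at the single test dose, limit read from the data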;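 also: plate controls were DMSO with enzyme for no effect and no enzyme buffer wells for full effect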
Apaf-1 inh – inhibitors of human Apaf-1 apoptosome, primary screen, biochemical, DEVD-Rh110 fluorescence, uHTS. Apoptotic protease-activating factor 1 (Homo sapiens), O14727. reconstituted apoptosome caspase-3 activity. inhibition, % at 20 µM. hit rate 0.71% among 330,000; active = inhibition of at least 40% at 20 µM;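 also: plate controls were DMSO wells for no effect and DEVD-CHO caspase inhibitor wells for full effect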
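System: Apoptosome proteins | Medium: Hepes pH 7.5 with detergent and BSA | Also added: Cytochrome c trigger plus (Z-DEVD)2-Rh110 caspase-3 substrate | Incubation: 30 min compound preincubation, 50 min activation, room temperature | Detection: Rhodamine 110 fluorescence at Ex 480/Em 540 nm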
Gli-Sufu antag – Gli-Sufu pathway antagonists, primary screen, luciferase luminescence, Sufu-KO-LIGHT cells, uHTS | Sufu-KO-LIGHT fibroblasts, Gli luciferase reporter luminescence | inhibition, % at 5 µM | hit rate 0.74% among 340,000;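 active = inhibition above about 55%, limit read from the data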;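 also: 0% = DMSO-treated cells and 100% = wells with medium but no cells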
Jurkat NFkB inh – inhibitors of induced NF-kB luciferase reporter, primary screen, TCR NF-kB activation inhibitor project, cell-based, luminescence, uHTS; Jurkat, PMA/ionomycin-induced NF-kB luciferase reporter; inhibition, % at 4 µM; hit rate 0.53% among 330,000; AID 435003, 2010
UBC13 polyUb – UBC13 polyubiquitin chain formation inhibitors, primary screen, biochemical, TR-FRET, uHTS; Ubiquitin-conjugating enzyme E2 N (Homo sapiens), P61088; inhibition, % at 20 µM; hit rate 0.47% among 330,000; AID 485273, 2010; in the data active = inhibition above about 45%, passing the limit was not always enough
697 NFkB inh – inhibitors of PMA/ionomycin-induced NF-kB reporter, 697 cells, primary screen, B-cell NF-kB inhibitor project, cell-based, luminescence, uHTS. 697 B-cell NF-kB luciferase reporter, 16 h. inhibition, % at 4 µM. hit rate 0.33% among 330,000. AID 435022, 2010; in the data active = inhibition above about 35%
SENP8 block – SENP8 protease inhibitors, primary screen, biochemical, luminescence; purified SENP8, Z-RLRGG-aminoluciferin cleavage; inhibition, % at 10 µM; hit rate 1.2% among 330,000
Target sequence (Q96LD8 whole entry, looked up): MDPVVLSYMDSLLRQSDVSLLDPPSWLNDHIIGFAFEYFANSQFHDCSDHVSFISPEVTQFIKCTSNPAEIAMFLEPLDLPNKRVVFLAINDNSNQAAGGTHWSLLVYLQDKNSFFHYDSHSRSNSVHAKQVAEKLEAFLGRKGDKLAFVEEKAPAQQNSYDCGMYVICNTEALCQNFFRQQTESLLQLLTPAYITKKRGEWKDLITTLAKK
* marks the source's active call; other numbers are inactive results; nt = no result given. Rule as the data show it, unless noted: active = inhibition above about 50%; inactive = the rest.

SMILES	HKDC1 inh	SENP7 block	Apaf-1 inh	Gli-Sufu antag	Jurkat NFkB inh	UBC13 polyUb	697 NFkB inh	SENP8 block
COC(=O)C1CCN(C(=O)Cn2nnc(-c3cccc(F)c3)n2)CC1	-4	-3	4	10	-5	-2	10	-9
CC1(C)Oc2ccc3ccc(=O)oc3c2/C(=C/NCCO)C1=O	-8	0	-6	-6	-3	1	5	6
CC(=O)N1CCc2cc(S(=O)(=O)CCC(=O)N3CCC(C)CC3)ccc21	-1	-12	-5	0	-7	-1	1	-5
CC(=O)c1cccc(NC(=O)NCc2cccnc2)c1	-1	-7	-5	4	-13	-1	3	-7
CC(C)(C)C1CCc2c(sc(NC(=O)c3cccs3)c2C(=O)N2CCCCC2)C1 (centres undefined)	2	15	13	3	-13	-7	-7	-8
O=C(NCc1nc2ccccc2[nH]1)C1=C[C@H](C2CCCCC2)C[C@H](OCc2ccc(CO)cc2)O1	-4	6	24	19	7	-6	3	2
OC(C#CCN1CCCCC1)(c1ccccc1)c1ccccc1	1	7	-2	10	-8	2	2	-2
COc1ccccc1NC(=S)NCc1ccc(Cl)cc1	4	7	4	24	-13	0	-1	8
Cn1c(CCC(=O)Nc2ccccc2F)nnc1SCC(=O)Nc1ccccc1Cl	-6	3	-17	-2	-6	2	25	-5
CC(CNC(=O)CCC(=O)N1CCOc2ccccc21)c1ccccc1 (centres undefined)	-3	-9	-24	6	-10	4	-11	-11
CCc1ccc(-c2csc(NC(=O)C3=COCCO3)n2)cc1	-1	30	15	-78	-69	-5	-144	36
C=CCSc1nnc2c(n1)OC(c1cccnc1)Nc1ccccc1-2 (centres undefined)	3	6	-6	-4	-26	-14	-9	-3
O=C(NN1CCOCC1)c1cc(Cl)ccc1Cl	1	6	10	4	-14	-8	-32	5
CCOc1ccc(C(C)=O)cc1COC(=O)c1ccccc1C(=O)N(C)Cc1ccccc1	-6	2	29	22	3	-4	-7	-3
CC(C)(C)[C@@H]1C=C(C(=O)N2CCN(Cc3ccccc3)CC2)O[C@H](OCCCCO)C1	-4	11	4	-7	-4	4	-12	-5
Cc1cc(OCC(=O)Nc2ccncc2)c(C)cc1Br	-10	-2	12	-4	2	-12	-12	-2
CCOC(CNC(=O)CCc1c(C)nc2ncnn2c1C)OCC	-1	-4	-5	0	-14	-15	-6	-9
CC(=O)Nc1ccc(-c2cc(-c3ccc(NC(C)=O)cc3)nc(-c3ccccc3)n2)cc1	-11	1	-28	-6	-16	20	-36	-1
O=C(c1cccc(F)c1)N1CCC(N2CCCCCC2)CC1	-2	-1	-9	-3	-7	9	-10	7
COCCCNC(=O)c1cccc(S(=O)(=O)N2CC3(C)CC2CC(C)(C)C3)c1 (centres undefined)	-5	-6	28	-17	2	23	24	10
CCCc1ccc(OCc2nc(-c3ccc(NC(=O)c4ccco4)cc3)no2)cc1	5	-8	3	-45	-41	-11	-85	3
COc1cc(/C=N/NC(=O)c2ccc(CSc3nncn3C)cc2)cc(OC)c1O	-6	-8	1	1	2	-22	-5	-7
O=C(O)C(C(O)c1ccc([N+](=O)[O-])cc1)[n+]1ccccc1 (centres undefined)	-7	-19	-1	-27	-13	4	6	-12
Cn1c(SCC(=O)N2CCCC2)nc2ccccc2c1=O	-10	-3	-15	1	5	8	12	5
O=C(NCCCN1CCOCC1)c1ccccc1N1C(=O)[C@@H]2Cc3c([nH]c4ccccc34)C(c3cccc(Cl)c3)N2C1=O (some centres undefined)	0	-9	33	-1	-1	32	4	-16
CCCCn1c(-c2ccc(F)c(F)c2)nc2cc3[nH]c(=O)c(C(C)C)nc3cc21	11	-4	22	-4	0	18	5	2
O=C(N/N=C/c1cccc(Oc2ccc([N+](=O)[O-])cc2[N+](=O)[O-])c1)c1cncc(Br)c1	21	6	6	13	-7	1	13	-4
Cc1ccc(NC(=O)CSCc2cc(=O)n3cc(C)sc3n2)c(C)c1	-1	-8	-4	-11	1	-3	2	-11
CCN(CC)Cc1c[nH]c2c(C(=O)OC)cccc12	-6	4	10	2	-10	4	-10	-3
COc1ccc(-c2nc(Cc3ccc(Cl)cc3)no2)cc1OC	-3	-4	-12	-7	-7	-2	1	-2
COc1ccc(CC(=O)N2CCC(Nc3nc4ccccc4n3Cc3ccc(F)cc3)CC2)cc1	4	2	19	8	10	9	-8	0
COc1cccc2c1OC1(C)CC2NC(=O)N1Cc1ccccc1 (centres undefined)	-1	-3	-7	5	-2	9	12	0
C[C@H](CO)N1C[C@H](C)[C@@H](CN(C)C(=O)NC2CCCCC2)Oc2c(NC(=O)Cc3ccccc3)cccc2C1=O	-2	11	10	-11	-6	6	6	-6
CC(=O)NCCc1ccc(C(=O)COC(=O)c2cc(C)oc2C)cc1	-2	32	0	1	1	4	22	29
Cc1cccc(-c2c(NC(=O)c3ccco3)oc3c(C)cccc3c2=O)c1	0	2	2	12	0	-1	3	2
CN1C2CCC1CC(NS(=O)(=O)c1cccc(C(F)(F)F)c1)C2 (centres undefined)	-6	-2	0	0	-2	5	13	4

Entries above containing a nitro group on carbon, in the order listed:
SMILES	HKDC1 inh	SENP7 block	Apaf-1 inh	Gli-Sufu antag	Jurkat NFkB inh	UBC13 polyUb	697 NFkB inh	SENP8 block
O=C(O)C(C(O)c1ccc([N+](=O)[O-])cc1)[n+]1ccccc1 (centres undefined)	-7	-19	-1	-27	-13	4	6	-12
O=C(N/N=C/c1cccc(Oc2ccc([N+](=O)[O-])cc2[N+](=O)[O-])c1)c1cncc(Br)c1	21	6	6	13	-7	1	13	-4

Following part
SMILES	HKDC1 inh	SENP7 block	Apaf-1 inh	Gli-Sufu antag	Jurkat NFkB inh	UBC13 polyUb	697 NFkB inh	SENP8 block
CCCCN(C)C(=S)Nc1ccc2nc3n(c(=O)c2c1)CCCCC3	-1	-1	-7	9	10	-4	5	-6
CC(C)OCCCNC(=O)CCC(=O)NNc1nc2ccccc2c2nc(-c3ccccc3)nn12	-5	8	-29	-3	1	-4	-6	-2
COCc1cc(C)nc(SCC(=O)Nc2cc(C(F)(F)F)ccc2N2CCOCC2)c1C#N	-7	6	34	7	-1	-7	-35	3
COc1cc(-c2nnc3n2N=C(c2ccccc2)CS3)cc(OC)c1OC	13	-4	17	28	44	7	-28	-9
CC(C)(C)c1ccc(OCc2nnc(SCC(N)=O)n2N)cc1	-4	-16	-4	1	-4	-6	-33	-4
CCOC(=O)C1CCCN(c2c(NCCc3ccc(S(N)(=O)=O)cc3)c(=O)c2=O)C1 (centres undefined)	-4	-6	1	7	-1	-1	-2	-1
O=C(NCCCn1ccnc1)c1cnn2c1NC(c1ccccc1)CC2C(F)(F)F (centres undefined)	10	3	-12	4	3	2	14	-3
COc1ccc2nc(NC(=O)CCN3C(=S)NC(C)(C)CC3C)sc2c1 (centres undefined)	-8	-1	7	-28	-17	-5	-6	-14
O=C(CCNC(=O)c1ccc(Cl)cc1)Nc1ccccc1Cl	0	4	2	-3	4	8	5	3
COC(=O)c1cc(-c2ccc(C)cc2)n[nH]1	-11	16	-5	-27	-34	2	-14	-6
COC(=O)c1cn(NC(=O)Cc2ccccc2Br)c(=O)c2ccccc12	0	0	7	-3	-8	16	27	-2
CC1CCC(NC(=O)C2CCN(S(=O)(=O)c3cccc4nonc34)CC2)CC1 (centres undefined)	-5	-1	2	3	3	6	14	-2
COc1ccccc1C1C2=C(CCCC2=O)N(CC(=O)O)C2=C1C(=O)CCC2	8	-5	7	4	-3	-16	-13	-8
O=C(NCCCN1CCOCC1)c1coc2ccccc2c1=O	2	-3	0	-3	0	-8	13	-11
Cc1ccc(OCc2cc(C(=O)NCC3COCCO3)no2)cc1C (centres undefined)	-8	3	15	-3	-4	-1	-21	-6
CCOc1ccc(Br)cc1C1C(C(=O)OC)=C(N)Oc2cc(N(C)C)ccc21 (centres undefined)	1	-3	1	0	25	1	16	-4
CCn1c(N2CCN(CC(=O)c3c[nH]c4ccccc34)CC2)nc2c1c(=O)[nH]c(=O)n2C	-2	-7	-2	10	-7	-3	-6	-11
Cn1c(=O)[nH]c(=O)c2c1nc1n2CCS1	-3	0	-12	0	6	10	9	2
CCCCN(CC)CCNC(=O)CN(C)S(=O)(=O)c1ccc2c(c1)c(=O)n(C)c(=O)n2C	-4	-5	4	12	1	-4	6	-14
CCCC(=O)N1CCN(c2ccc(NC(=O)c3cc4ccccc4o3)cc2Cl)CC1	14	0	21	1	40	-14	-60	-5
Cc1cc(C)n(CC(=O)NNC(=O)c2cncc(Br)c2)n1	8	4	0	-2	3	-1	-10	-5
CCCCCNc1nc2ccccc2nc1NS(=O)(=O)c1cccs1	0	6	5	-4	24	-15	19	-2
CCOc1ccc(OCC(=O)N(CCC2=CCCCC2)c2c(N)n(Cc3ccccc3)c(=O)[nH]c2=O)cc1	nt	2	3	nt	-2	-20	21	-1
COc1ccc(S(=O)(=O)N2CCOc3ccccc32)cc1	5	3	6	-8	49	7	-40	1
CCOc1ccc(C(F)(F)F)cc1NC(=O)COc1ccc(C(F)(F)F)cc1[N+](=O)[O-]	-1	3	4	-15	5	1	10	-4
O=C(N1CCCCC1)N1CCN(S(=O)(=O)c2cccc([N+](=O)[O-])c2)CC1	-5	-4	-5	34	7	1	-2	-4
O=C(NC1=NCCS1)c1sc2cc(Cl)cc(Cl)c2c1Cl	-8	-2	-2	-6	-7	-38	-18	-9
O=C(CN(CC1CCCO1)C(=O)CNS(=O)(=O)c1ccc(F)cc1)NCc1ccco1 (centres undefined)	-7	3	-4	0	-5	10	8	-4
O=C(COC(=O)c1nc(Cl)ccc1Cl)c1ccccc1Cl	-5	-12	7	0	6	4	11	-16
COc1ccccc1NC(=S)NC12CN3CN(CN(C3)C1)C2	-12	4	1	-4	1	0	12	-1
COC(=O)[C@@]1(Cc2ccc(F)cc2)[C@H]2c3cc(C(=O)N(C)C)n(Cc4ccccc4)c3C[C@H]2CN1C(=O)c1ccccc1	-4	-7	21	4	16	12	10	-3
CCc1ccc(OCCCCCn2ccnc2)cc1	-8	-2	11	-9	4	6	-33	1
O=C1OC[C@H]2CCCC[C@@H](CO)ON12	5	3	8	-3	nt	nt	7	nt
COc1ccc(N(CC(=O)NCc2ccccn2)S(=O)(=O)c2ccccc2[N+](=O)[O-])c(OC)c1	-10	-13	-1	9	-3	1	17	2
O=C(c1cc([N+](=O)[O-])ccc1N1CCOCC1)N1CCN(S(=O)(=O)c2ccc(F)cc2)CC1	3	-12	-1	5	10	-6	5	-12
O=C(CN1CCC(Cc2ccccc2)CC1)NC(=O)NCc1ccccc1	-7	-2	0	4	0	14	-16	1
O=C(c1ccco1)n1nc(-c2ccccc2)nc1NCc1ccco1	3	0	1	-20	-9	-6	-8	1
COc1cccc(/C=N/Nc2nnc(C)n2N)c1O	-6	1	3	30	-6	-10	16	1

Complete entries as entered above. Values in the order: HKDC1 inh	SENP7 block	Apaf-1 inh	Gli-Sufu antag	Jurkat NFkB inh	UBC13 polyUb	697 NFkB inh	SENP8 block
`COc1cc(/C=N/NC(=O)c2ccc(CSc3nncn3C)cc2)cc(OC)c1O` is listed with -6	-8	1	1	2	-22	-5	-7
`CCOc1ccc(Br)cc1C1C(C(=O)OC)=C(N)Oc2cc(N(C)C)ccc21` (centres undefined) is listed with 1	-3	1	0	25	1	16	-4
`O=C(NCCCN1CCOCC1)c1coc2ccccc2c1=O` is listed with 2	-3	0	-3	0	-8	13	-11
`O=C(N1CCCCC1)N1CCN(S(=O)(=O)c2cccc([N+](=O)[O-])c2)CC1` is listed with -5	-4	-5	34	7	1	-2	-4
`O=C(NCCCn1ccnc1)c1cnn2c1NC(c1ccccc1)CC2C(F)(F)F` (centres undefined) is listed with 10	3	-12	4	3	2	14	-3

High-throughput results: PubChem BioAssay, Sanford-Burnham Center for Chemical Genomics
